rat GALR2 agon – activates the rat galanin receptor 2 | cell-based GALR2 agonist screen | activation, % at 10 µM | 16,000 tested, 0.5% active | AID 833; in the data active means activation above about 15%
TLR4 MyD88 blk – inhibitors of human TLR4-MyD88 binding; O00206; Cell-based TLR4-MyD88 binding inhibition assay; inhibition, % at 10 µM; 16,000 tested, 0.06% active; AID 811; in the data active means inhibition above about 45%
PME-1 Maybridge – Maybridge compound blocking human PME-1. Q9Y570. recombinant PME-1, FP-Rh probe fluorescence polarization. inhibition, % at 9 µM. 16,000 tested, 0.5% active. AID 2291; in the data active means inhibition above about 30%
S1P1 agonist – S1P1 (human) receptor agonism; S1P1 agonist cell-based reporter assay; 16,000 tested, 1.5% active; activation, % at 4.5 µM; P21453; in the data active means activation above about 80%
Nox1 inhibitor – blocks human NADPH oxidase 1 activity; Q9Y5S8; HT29 cells, luminol chemiluminescence ROS; inhibition, % at 6.7 µM; 16,000 tested, 0.81% active
OPRK1 antag MB – OPRK1 (human) antagonism, Maybridge screen. inhibition, % at 9 µM. 16,000 tested, 0.4% active. P41145. AID 652031. OPRK1 cells, antagonist mode, fluorescence readout; in the data active means inhibition above about 50%
Target sequence (P41145 whole entry, looked up): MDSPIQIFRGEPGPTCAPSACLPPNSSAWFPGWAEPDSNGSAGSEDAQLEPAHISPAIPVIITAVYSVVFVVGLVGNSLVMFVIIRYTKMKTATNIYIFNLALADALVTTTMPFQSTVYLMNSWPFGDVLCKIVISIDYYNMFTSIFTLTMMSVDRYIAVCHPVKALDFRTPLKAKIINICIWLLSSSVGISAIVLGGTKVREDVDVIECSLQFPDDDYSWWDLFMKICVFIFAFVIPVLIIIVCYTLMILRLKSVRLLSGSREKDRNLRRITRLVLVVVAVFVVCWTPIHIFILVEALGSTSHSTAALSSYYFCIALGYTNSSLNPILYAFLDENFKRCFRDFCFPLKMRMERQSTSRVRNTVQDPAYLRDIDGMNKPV
Luminol counter – counter-screen for Nox1 inhibitors: inhibitors of luminol chemiluminescence. AID 1823. inhibition, % at 6.7 µM. 16,000 tested, 0.4% active. HRP/luminol/H2O2 chemiluminescence counterscreen; further: reference of the scale not given here
NOTCH agonist – agonists of NOTCH signaling. NOTCH signaling luciferase reporter cells, luminescence. activation, % at 2.5 µM. 15,000 tested, 0.4% active; in the data active means activation above about 2.2%
The depositor's hits bear a star. Unless noted, no stated cut-off is given here; in the data, active means inhibition above about 75%; inactive means the rest.

SMILES | rat GALR2 agon | TLR4 MyD88 blk | PME-1 Maybridge | S1P1 agonist | Nox1 inhibitor | OPRK1 antag MB | Luminol counter | NOTCH agonist
Fc1ccc(N2CCN(Cc3cnc(-c4ccccc4)[nH]3)CC2)cc1 | -6 | -5 | 3 | -15 | 9 | 2 | -3 | -0.7
COc1ccc(S(=O)(=O)N(CCC#N)C2CCc3ccccc32)cc1OC (stereo unspecified) | -7 | -1 | 3 | 4 | -54 | -18 | 1 | -0.5
CSc1nc(N)nc(-c2ccncc2)n1 | -3 | 1 | 3 | -6 | -5 | 14 | -7 | -0.2
Cc1nc(C)c(-c2ccnc(-c3ccc(C(F)(F)F)cc3)n2)o1 | -9 | 3 | 3 | -21 | -20 | 2 | 3 | -0.4
N#C/C(=C\c1cccn1-c1ccc(OC(F)(F)F)cc1)S(=O)(=O)c1ccccc1 | -7 | 1 | -5 | 30 | -5 | 12 | -7 | -0.1
Clc1ccccc1N=C1SCCS1 | -3 | 5 | 1 | -3 | -40 | 4 | 4 | -0.5
Cc1nccnc1-c1ccnn1S(=O)(=O)c1ccccc1 | -6 | 2 | 2 | -6 | -61 | -3 | 0 | -0.1
O=C(NC(=O)c1c(Cl)cccc1Cl)Nc1c(F)cc(F)cc1Br | -7 | 8 | 7 | 8 | -31 | -1 | -1 | 0.2
N#CC1c2ccccc2C=CN1C(=O)C1=CCCCC1 (stereo unspecified) | -7 | 6 | -2 | -1 | -13 | 0 | 4 | 0.1
CN(CCO)c1nc2cc(Cl)ccc2s1 | -5 | -8 | 1 | -8 | -7 | 3 | -1 | 0.4
COc1ccc(CC(=O)NNC(=S)NCC2CC2)cc1OC | -3 | 5 | 0 | -15 | -12 | -10 | 33 | -0.2
Cn1ccnc1Sc1cnc(=S)[nH]c1-c1ccc(Cl)cc1 | 2 | 16 | -1 | 12 | -11 | 1 | 0 | -0.5

Results in TLR4 MyD88 blk, Luminol counter and NOTCH agonist, for 6 of the compounds above:
canonical_smiles | TLR4 MyD88 blk | Luminol counter | NOTCH agonist
Cc1nc(C)c(-c2ccnc(-c3ccc(C(F)(F)F)cc3)n2)o1 | 3 | 3 | -0.4
N#C/C(=C\c1cccn1-c1ccc(OC(F)(F)F)cc1)S(=O)(=O)c1ccccc1 | 1 | -7 | -0.1
Clc1ccccc1N=C1SCCS1 | 5 | 4 | -0.5
Cc1nccnc1-c1ccnn1S(=O)(=O)c1ccccc1 | 2 | 0 | -0.1
O=C(NC(=O)c1c(Cl)cccc1Cl)Nc1c(F)cc(F)cc1Br | 8 | -1 | 0.2
N#CC1c2ccccc2C=CN1C(=O)C1=CCCCC1 (stereo unspecified) | 6 | 4 | 0.1

Later entries:
SMILES | rat GALR2 agon | TLR4 MyD88 blk | PME-1 Maybridge | S1P1 agonist | Nox1 inhibitor | OPRK1 antag MB | Luminol counter | NOTCH agonist
Cn1c2ccccc2c2cc([N+](=O)[O-])ccc21 | -6 | 2 | 2 | -10 | 23 | 4 | -2 | 0.4
CC12COC3(C(N)=O)CC1CCC32C (stereo unspecified) | -6 | 9 | 0 | -16 | -31 | 14 | 2 | 0.4
COC(=O)CNC(=O)c1cccnc1Sc1ccc(Cl)cc1 | -8 | 3 | 1 | -1 | -18 | 5 | 0 | 0.1
FC(F)(F)c1ccc(-n2ccnc2)nc1 | -3 | 5 | -1 | -4 | 9 | -7 | -5 | -0.6
O=[N+]([O-])c1c(SCCO)ccc2nsnc12 | -2 | 1 | 1 | 4 | -35 | -4 | 3 | -1.0
Cc1nc(CSc2n[nH]c(C(F)(F)F)n2)cs1 | -7 | 6 | 0 | 3 | -64 | -7 | -2 | -0.4
Cc1c(C)c(C)c(S(=O)(=O)N2CCCC2)c(C)c1C | -5 | 0 | 5 | 39 | -6 | 10 | 0 | -0.3
CN(n1cnc2ccccc2c1=O)S(C)(=O)=O | -9 | 5 | 2 | -2 | -43 | 8 | 2 | -0.2

2 entries from above, with tabs.
smiles	rat GALR2 agon	TLR4 MyD88 blk	PME-1 Maybridge	S1P1 agonist	Nox1 inhibitor	OPRK1 antag MB	Luminol counter	NOTCH agonist
COC(=O)CNC(=O)c1cccnc1Sc1ccc(Cl)cc1	-8	3	1	-1	-18	5	0	0.1
Fc1ccc(N2CCN(Cc3cnc(-c4ccccc4)[nH]3)CC2)cc1	-6	-5	3	-15	9	2	-3	-0.7

For convenience, two of the compounds above.
SMILES | rat GALR2 agon | TLR4 MyD88 blk | PME-1 Maybridge | S1P1 agonist | Nox1 inhibitor | OPRK1 antag MB | Luminol counter | NOTCH agonist
Cn1c2ccccc2c2cc([N+](=O)[O-])ccc21 | -6 | 2 | 2 | -10 | 23 | 4 | -2 | 0.4
CC12COC3(C(N)=O)CC1CCC32C (stereo unspecified) | -6 | 9 | 0 | -16 | -31 | 14 | 2 | 0.4

Compounds as they come. Share with any hit: about 4.4%.
